Source: PubChem BioAssay
GPT2 inhibitor = Primary qHTS assay for inhibitors of Glutamate pyruvate transaminase 2 (GPT2). Alanine aminotransferase 2 (Homo sapiens), Q8TD30. Recombinant GPT2, coupled pyruvate oxidase/HRP Amplex Red fluorescence. Potency, µM (highest dose often 57.7 µM), without a hit: top-dose activity change, negative = inhibition, actives largely listed as inhibitors. hit rate 0.25% among 100,000. AID 1671188, 2021; note: potency is the fitted concentration of half-maximal effect; nearly all actives have a fitted effect of over 60% in size; many of its hits are not listed in these tables
Target sequence (Q8TD30 whole entry, looked up): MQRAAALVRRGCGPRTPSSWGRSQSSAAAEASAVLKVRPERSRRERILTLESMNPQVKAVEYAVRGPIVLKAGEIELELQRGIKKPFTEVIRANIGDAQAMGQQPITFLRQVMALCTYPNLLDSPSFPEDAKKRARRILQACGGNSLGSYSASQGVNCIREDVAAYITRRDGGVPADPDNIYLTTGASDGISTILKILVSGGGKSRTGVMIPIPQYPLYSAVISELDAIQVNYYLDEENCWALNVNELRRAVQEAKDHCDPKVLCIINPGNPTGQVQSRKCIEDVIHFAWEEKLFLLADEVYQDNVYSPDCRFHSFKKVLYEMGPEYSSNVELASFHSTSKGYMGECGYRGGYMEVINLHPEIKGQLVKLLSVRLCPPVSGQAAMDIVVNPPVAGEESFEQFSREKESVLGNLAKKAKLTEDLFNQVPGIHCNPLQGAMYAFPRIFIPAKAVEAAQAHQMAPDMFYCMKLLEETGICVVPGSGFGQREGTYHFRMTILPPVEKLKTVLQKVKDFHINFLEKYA
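Recombinant GPT2 (10ng/uL) with 250uM a-KG and 2mM L-alanine, 30 min at room temperature, in HEPES pH 7.5 buffer. Pyruvate detected by pyruvate oxidase/HRP/Amplex Red fluorescence after 30 min in the dark; AOA (50uM) as positive control.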
SNCA expr inhib = Primary qHTS assay for inhibitors of alpha-synuclein gene (SNCA) expression | HEK-293 SNCA-luciferase knock-in, luminescence, 24 h | Potency, µM (titrated, usually from 57.2 µM), without a hit: top-dose activity change, negative = inhibition, most hits filed as inhibitors | hit rate 0.17% among 140,000 | AID 1671194, 2021;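 note: potency is the fitted concentration of half-maximal effect; plate controls were DMSO cells for no effect and cell-free wells for full effect; nearly all actives have a fitted effect of over 45% in size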
IP6K1 inh = Primary qHTS assay for small molecule inhibitors of Inositol hexaphosphate kinase 1 (IP6K1); hit rate 0.81% among 140,000; Inositol hexakisphosphate kinase 1 (Homo sapiens), Q92551; activity change, % (series mostly up to about 58 µM); IP6K1 kinase, ADP-Glo luminescence, 2 h; stronger effect = lower value; in the data active = activity change below about -25%
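ADP-Glo luminescence measures ADP made by human IP6K1 during a 2 h RT reaction with ATP/IP6 (mix at 1.3 mM/130 uM); top library doses 57.5 and 19.1 uM final.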
Luciferase inh = Firefly luciferase inhibition profiling of diverse chemical library using quantitative high-throughput screening. Luciferin 4-monooxygenase (Photinus pyralis), P08659. purified P. pyralis luciferase, luminescence, biochemical. Potency, µM (highest dose often 115 µM), without a hit: top-dose activity change, negative = inhibition, actives largely listed as inhibitors. hit rate 2.5% among 76,000. AID 1347043, 2019; note: potency is the fitted concentration of half-maximal effect; nearly all actives have a fitted effect of over 65% in size
Target sequence (P08659 whole entry, looked up): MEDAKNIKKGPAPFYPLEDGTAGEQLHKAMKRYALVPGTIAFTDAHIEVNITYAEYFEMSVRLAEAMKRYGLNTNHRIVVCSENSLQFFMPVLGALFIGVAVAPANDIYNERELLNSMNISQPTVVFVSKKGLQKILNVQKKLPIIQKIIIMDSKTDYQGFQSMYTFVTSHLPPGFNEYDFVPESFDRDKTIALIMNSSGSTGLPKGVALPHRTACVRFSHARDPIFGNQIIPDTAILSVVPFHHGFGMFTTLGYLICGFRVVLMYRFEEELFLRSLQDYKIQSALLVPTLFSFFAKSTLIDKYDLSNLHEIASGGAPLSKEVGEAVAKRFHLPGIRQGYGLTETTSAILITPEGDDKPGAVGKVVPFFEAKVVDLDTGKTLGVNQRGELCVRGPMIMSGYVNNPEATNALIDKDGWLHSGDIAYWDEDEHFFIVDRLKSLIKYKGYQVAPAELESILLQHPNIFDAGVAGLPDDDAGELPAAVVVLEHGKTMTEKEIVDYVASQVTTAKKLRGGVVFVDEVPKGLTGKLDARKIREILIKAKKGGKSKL
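Purified P. pyralis luciferase (10nM final) in 50mM Tris acetate pH 7.5, 10mM Mg acetate, 0.01% Tween-20, 0.05% BSA with 10uM D-luciferin and 10uM ATP. Compounds titrated qHTS. Luminescence imaged on CCD.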
NIH3T3 tox = Cytotoxic Profiling in NIH 3T3 Cell Line of Diverse Libraries Using Quantitative High-Throughput Screening. NIH 3T3 viability, CellTiter-Glo ATP luminescence, 48-72 h. Potency, µM (titrated, usually from 96.7 µM), for inactives: top-dose activity change, negative = cytotoxicity, hits mostly inhibitors. hit rate 4.3% among 94,000. AID 1345082, 2018; note: potency is the fitted concentration of half-maximal effect; nearly all actives have a fitted effect of over 55% in size
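Cytotoxicity is measured as loss of cellular ATP: NIH 3T3 cells (400/well) are exposed to compound for 48 or 72 hr at 37 °C, then CellTiter-Glo luminescence is imaged after 10 min at room temperature.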
HEK cytotox = Cytotoxic Profiling in HEK 293 Cell Line of Diverse Libraries Using Quantitative High-Throughput Screening; HEK 293 viability, ATP luminescence (CellTiter-Glo), 48-72 h; Potency, µM (top dose mostly 115 µM), without a hit: at the top dose activity change, negative = cytotoxicity, hits mostly inhibitors; hit rate 6.6% among 94,000; note: potency is the fitted concentration of half-maximal effect; nearly all actives have a fitted effect of over 60% in size
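qHTS cytotoxicity; HEK 293, 250 cells/well; compound pinned; 48 or 72 hr, 37 degree Celsius, 5% CO2, 95% humidity; CellTiter-Glo, 10 min RT; luminescence (ATP).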
SNCA viab count = GF-AFC viability counterscreen for inhibitors of alpha-synuclein gene (SNCA) expression | hit rate 0.12% among 150,000 | Potency, µM (doses to about 57.1 µM), inactives show at the highest dose activity change, negative = cytotoxicity, most hits filed as cytotoxic | AID 1671193, 2021 | HEK-293-SNCA-luc viability, GF-AFC fluorescence, 24 h;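 note: potency is the fitted concentration of half-maximal effect; 0% = DMSO-treated cells and -100% = medium-only wells without cells; nearly all actives have a fitted effect of over 30% in size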
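Cytotoxicity counterscreen: after 24 h compound treatment of genome-edited SNCA-luciferase HEK-293 cells, live-cell protease substrate GF-AFC read by fluorescence after 30 min; activity scaled between DMSO (0%) and medium-only (-100%), curves Hill-fitted.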
* marks the source's active call; other numbers are inactive results; i = inactive; ? = inconclusive; . = not tested or not shown; & = joins results of further samples; [ ] = another dose, or the depositor's remark. Unless noted, calls come from the whole dose curve; as a rule, active = well fitted curve in the direction sought with a large enough effect; inconclusive = small, poorly fitted or top-dose-only effect, or another doubt; inactive = no such curve, though single readings can be large; an effect the other way counts as inactive or inconclusive. Unless noted, % is set by controls: 0 for no effect and ±100 for the full control effect. A portion of the library. The share of hits here may be higher or lower than overall.

canonical_smiles,GPT2 inhibitor,SNCA expr inhib,IP6K1 inh,Luciferase inh,NIH3T3 tox,HEK cytotox,SNCA viab count
O=C1CO[C@H](c2ccc(NS(=O)(=O)c3cccc(F)c3)cc2)[C@@H](CO)N1C1CCOCC1,2%,3%,-1,-15%,-25%,-3%,4%
CC(Oc1ccccc1)C(=O)N1CCCC(n2cc(-c3nc(C4CC4)no3)nn2)C1 (stereo not given),i,-12%,14,6%,-18%,-11%,1%
COCCN1C(=O)c2cccn2CC1CNC(=O)COc1ccc(F)cc1 (stereo not given),i,-7%,4,0%,-15%,-23%,9%
COC(=O)[C@H](NC(=O)[C@@H]1[C@@H](NC(=O)NC(C)C)CCN1C(=O)c1cccn1C)C(C)C,2%[88.5 µM],-26%[87.6 µM],-4,2%[172 µM],-18%[174 µM],-25%[172 µM],2%[87.6 µM]
O=C(CN1CCCc2nc(-c3ccncc3)ncc2C1=O)NCC1CC1,i,6%,12,1%,-18%,-27%,11%
O=S1(=O)CCN(Cc2cc(NCC3CCOCC3)c3[nH]c(-c4ccccc4)cc3c2)CC1,i,.,-18,.,.,.,-14%
O=C(Cc1ccc(F)cc1)N1CCN(C(=O)c2cccc(-c3ccccn3)c2)CC1,3%,-6%,2,.,-23%,?,-4%[12.5 µM]
CC(C)CCN1CCOc2cc(C(=O)Nc3ccc(F)cc3)ccc2C1,-27%[88.5 µM],7%[87.6 µM],-1,-27%[172 µM],?,?,-25%[87.6 µM]
OCCOc1ccc(-c2c(-c3ccccc3)ncn2CCc2cccnc2)cc1,-5%,-10%,10,0%,?,-24%,7%
COc1ccc(S(=O)(=O)c2c(Nc3c(C)cccc3C)sc(C(=O)c3ccc(F)cc3)c2N)cc1,.,20%,-9,.,.,.,-6%
CCOc1ccc2c(n1)CCN(C(=O)C1(c3ccccc3)CC1)C2,-4%,-12%,-14,-7%,-24%,-25%,-1%[12.5 µM]
CCN(C(=O)c1cc2c(s1)-c1ccccc1OC2)c1cccc(C(F)(F)F)c1,.,12%,-6,.,.,.,11%

Individual results from above.
O=S1(=O)CCN(Cc2cc(NCC3CCOCC3)c3[nH]c(-c4ccccc4)cc3c2)CC1 in IP6K1 inh is entered as -18
O=C(CN1CCCc2nc(-c3ccncc3)ncc2C1=O)NCC1CC1 in IP6K1 inh is entered as 12
COC(=O)[C@H](NC(=O)[C@@H]1[C@@H](NC(=O)NC(C)C)CCN1C(=O)c1cccn1C)C(C)C in NIH3T3 tox is entered as -18%[174 µM]

(list continues)
canonical_smiles,GPT2 inhibitor,SNCA expr inhib,IP6K1 inh,Luciferase inh,NIH3T3 tox,HEK cytotox,SNCA viab count
COCCC(=O)N[C@@H]1CN(Cc2ccccn2)C[C@H]1CN(C)C,i,2%,3,-1%,i,-9%,3%
COc1ccc(NC(=O)Cn2c(=O)n(-c3ccccc3)c(=O)c3c2cc(C)n3C)cc1,i,?,0,7%,?,?,-28%
CC(C)c1nc2c(c(-c3ccc(O)cc3)n1)CCN(Cc1ccccn1)CC2,0%,4%,5,-4%,-21%,1%,-1%
C#CCNC(=O)C1CCc2nnc(-c3ccc(Cl)cc3Cl)n21 (stereo not given),-5%,12%,12,.,3%,-11%,5%
CC(C)(C)C(=O)NC[C@H]1O[C@H](Cc2cc(COc3ccccc3)on2)CC[C@@H]1O,i,62%[activator][87.6 µM],-1,2%[172 µM],-22%[138 µM],?,-5%[87.6 µM]
Cc1nnc2n1CCC(N(C)C(=O)Cc1ccccc1F)CC2 (stereo not given),-15%,-2%,-11,1%,0%,3%,-4%
O=C(c1ccc(C(F)(F)F)cc1)N1CCC2(CC1)CCN(Cc1cccs1)c1ccccc1O2,i,19%,13,-6%,13µM*,25µM*,-10%
COCCNC(=O)c1cc(-c2cccc(C(F)(F)F)c2)c2nncn2n1,4%,4%,-8,.,-12%,3%,6%
COc1ccc(-c2cc(N3CCN(C(=O)c4cc(OC)cc(OC)c4)CC3)n[nH]2)cc1,i,-4%,19,-13%,?,?,-3%
COc1ccc2cc(-c3nc(Cl)c4c5c(sc4n3)CCCC5)c(=O)oc2c1,.,7%,2,.,.,.,21%
CCOc1ccccc1CNC(=O)c1ccc(-c2nc(CSc3ccc(C)cc3)c(C)o2)cc1,.,9%,0,.,.,.,-6%
O=C(Nc1ccc(OC(F)(F)F)cc1)C1CCN(S(=O)(=O)c2cccs2)CC1,.,?,24,.,.,.,?

Fetched by structure from the entries so far:
canonical_smiles,GPT2 inhibitor,SNCA expr inhib,IP6K1 inh,Luciferase inh,NIH3T3 tox,HEK cytotox,SNCA viab count
COc1ccc(-c2cc(N3CCN(C(=O)c4cc(OC)cc(OC)c4)CC3)n[nH]2)cc1,i,-4%,19,-13%,?,?,-3%
OCCOc1ccc(-c2c(-c3ccccc3)ncn2CCc2cccnc2)cc1,-5%,-10%,10,0%,?,-24%,7%

(continued)
Values run as follows: GPT2 inhibitor	SNCA expr inhib	IP6K1 inh	Luciferase inh	NIH3T3 tox	HEK cytotox	SNCA viab count
COc1ccc(CCNC(=O)Cn2cc(S(=O)(=O)Cc3cccc(Cl)c3)c3ccccc32)cc1OC
 : .	-19%	15	.	.	.	?
O=C(NCc1ccco1)N1C[C@@H]2CN(C(=O)C3CC3)C[C@]2(C(=O)O)C1
 : -7%	0%	-2	-3%	3%	-3%	3%
Cc1ccc(-c2cccc(CN3C4CCC3CN(C(=O)Nc3ccccc3F)C4)c2)c(C)c1
 : i	-5%	-11	6%	-11%	?	11%
Cc1cc(C)cc(OCC(=O)Nc2ccc(S(=O)(=O)Nc3onc(C)c3C)cc2)c1
 : .	22%	6	.	.	.	-1%
COc1ccc(-c2ccc(C(=O)NCc3cccc(C(F)(F)F)c3)cc2)nn1
 : .	.	2	.	-18%	-17%	.
O=C(NCc1nnc2ccc(-c3ccccc3)nn12)c1cc2ccccc2[nH]1
 : 2%	53%[activator]	11	?	?	?	-5%
CN1CCC(N2CC[C@H](c3nc4ccccc4s3)C2)CC1
 : i	3%[87.6 µM]	1	?	35µM*	32µM*	1%[87.6 µM]
O=C(c1ccno1)N1CCN2C(=O)N(Cc3ccc(F)cc3)C[C@H]2C1
 : -6%[88.5 µM]	4%[87.6 µM]	4	2%[172 µM]	-2%[174 µM]	-18%[172 µM]	-4%[87.6 µM]
CCOc1ccccc1C(=O)N1CCC(Oc2ncccc2C(=O)N2CCCCC2)C1 (stereo not given)
 : i	?	2	-1%	i	6%	5%
Cc1cccc(OCC(=O)NCc2nnc3ccc(-c4ccccc4)nn23)c1
 : i	-1%	-7	2%	-16%	-16%	8%
COc1ccc(-c2cc(N3CCCC(NC(=O)c4ccc5cc[nH]c5c4)C3)n[nH]2)cc1 (stereo not given)
 : -20%	40%[activator]	0	11µM*	?	?	-30%
COC[C@@H]1[C@H](C(=O)NCc2ccccc2OC)CCC(=O)N1C
 : i	5%	17	.	2%	i	1%
CN(C)c1ccccc1CN1CCCN(Cc2ccccc2N(C)C)C1c1ccncc1
 : i	-22%	.	.	.	.	-6%
COc1ccc(CNC(=O)[C@@H]2CCC[C@@H](NCc3cccc(Cl)c3)CN(C)C(=O)C2)cc1
 : -3%	4%	-16	-12%	?	?	10%
CSCC(=O)N1CC[C@H](NC(=O)Nc2ccc(F)cc2F)[C@H]1C(=O)N[C@@H](Cc1cccs1)C(N)=O
 : -5%	-5%	6	0%	0%	-14%	6%
Cc1noc(C)c1S(=O)(=O)NC1CCN(C(=O)N2CC3CC(C2)[C@H]2CCCC(=O)N2C3)CC1 (stereo not given in full)
 : 1%	?	5	-2%	-12%	1%	-9%
COc1ccc(NC(=O)Cn2c(=O)n(Cc3ccccc3)c(=O)c3sc4ccccc4c32)cc1
 : .	-21%	-17	.	.	.	-10%
COc1ccc(OC)c(CCNC(=O)Cn2ccc3cc(S(=O)(=O)N4CCCCC4)ccc32)c1
 : .	?	24	.	.	.	-12%
COCC(=O)NC1CCN(C(=O)c2ccc(-c3ccccc3OC)cc2)CC1
 : -3%&5%	-6%&-14%	-3&7	.	?	-29%&-14%	3%&8%[12.5 µM]
COCCOC1CCOC2(CCN(C(=O)c3ccc(OC)cc3)CC2)C1 (stereo not given)
 : 2%	-20%	3	5%	-7%	-2%	4%[12.5 µM]
COc1ccc(N2CC(C(=O)N3CCC(C(=O)NCCCc4ccccc4)C3)NC2=O)cc1 (stereo not given)
 : ?	27%&10%&0%	4&10&-4	5%&5%&-3%	-9%&-18%&-23%	-13%&-22%	11%&12%&-1%
COCCCNC(=O)c1ccc(Cn2c(=O)c3ccccc3n(CC(N)=O)c2=O)cc1
 : .	-5%	-3	.	.	.	-10%
COc1ccc(S(=O)(=O)n2nc(C)c(S(=O)(=O)N3CCCCCC3)c2C)cc1OC
 : .	19%	-12	.	.	.	4%
O=C(c1cccnc1)N1CCC2(CC1)C(=O)NN=C2C1CC1
 : 5%[88.5 µM]	21%[87.6 µM]	4	1%[172 µM]	4%[138 µM]	i	2%[87.6 µM]
CC(C)NC(=O)N[C@H]1C[C@H]2C(=O)NC[C@@H](CCC(=O)N3CCc4ccccc43)N2C1
 : -27%[88.5 µM]	53%[activator][87.6 µM]	-3	-17%[172 µM]	-29%[174 µM]	i	6%[87.6 µM]
Cc1cccc(-c2nc(CN3CCC(C(=O)N4CCc5nc6cc[nH]n6c(=O)c5C4)CC3)c(C)o2)c1
 : 2%	-29%	0	0%	-18%	1%	0%
Cc1ccc([S+](=O)([O-])NC2CCN(c3nccc(Nc4ccccc4F)n3)CC2)cc1
 : -12%	3%	-3	.	40µM*	28µM*	9%[12.5 µM]
O=C(NC1CCN(C(=O)N2CC3CC(C2)[C@H]2CCCC(=O)N2C3)CC1)C1CCCCC1 (stereo not given in full)
 : -15%	1%	20	3%	i	?	5%
Cc1ccc(C(C(=O)O)N2CCC(CCN3CCCC3=O)CC2)cc1C (stereo not given)
 : -5%	30%[activator]	2	0%	i	2%	-6%
Cc1ccc(Cl)cc1NC(=O)C(C)n1nnc2sc(-c3ccccc3)cc2c1=O (stereo not given)
 : .	2%	-8	.	.	.	1%
